Giardia FBPA inh: inhibitors of Giardia lamblia fructose-1,6-bisphosphate aldolase; purified Giardia FBPA; Potency, µM (titrated, usually from 59.6 µM), without a hit: at the top dose activity, negative = inhibition, actives largely listed as inhibitors; hit rate 0.71% among 290,000; further: potency means the concentration at half of the fitted maximal effect; nearly all actives have a fitted effect of over 55% in size
Target sequence (A8B2U2 whole entry, looked up): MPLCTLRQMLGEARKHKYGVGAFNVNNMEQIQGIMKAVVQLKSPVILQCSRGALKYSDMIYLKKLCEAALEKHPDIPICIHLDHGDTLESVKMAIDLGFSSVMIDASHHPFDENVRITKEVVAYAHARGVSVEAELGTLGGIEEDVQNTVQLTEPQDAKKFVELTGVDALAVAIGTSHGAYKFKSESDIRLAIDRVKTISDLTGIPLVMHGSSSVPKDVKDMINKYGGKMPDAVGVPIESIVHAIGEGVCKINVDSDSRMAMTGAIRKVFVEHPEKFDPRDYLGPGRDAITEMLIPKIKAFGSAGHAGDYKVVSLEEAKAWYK
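Giardia FBPA (40 nM reagent) was preincubated 10 min at RT with compound (up to 57.5 uM final), then substrate plus GAPDH/TPI/NAD/arsenate coupling system with diaphorase/resazurin was added; resorufin fluorescence (525/598 nm) was read after 20 min.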
Sm TGR inh: S. mansoni TGR enzyme inhibition; Q962Y6; AID 485364; Potency, µM (doses to about 114 µM), inactives show top-dose activity change, negative = inhibition, most hits filed as inhibitors; hit rate 3% among 360,000; purified TGR, DTNB reduction, TNB absorbance 405 nm; further: potency means the concentration at half of the fitted maximal effect; nearly all actives have a fitted effect of over 60% in size
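First, TGR (20 nM dispensed) and NADPH were mixed with compound. Second, a 15 min room-temperature incubation followed. Third, further NADPH and then DTNB were added to start the reaction. Finally, TNB absorbance was monitored kinetically.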
AmpC inh no detg: AmpC beta-lactamase inhibition without detergent. AmpC nitrocefin hydrolysis, absorbance 480 nm, 0.0001% Triton. hit rate 0.52% among 330,000. Potency, µM (top dose mostly 57.1 µM), inactives show top-dose activity change, negative = inhibition, most hits filed as inhibitors;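 further: potency means the concentration at half of the fitted maximal effect; plate controls were no compound for no effect and no enzyme for full effect; nearly all actives have a fitted effect of over 20% in size; some results filed as inactive show a strong effect at the top dose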
Target sequence (P00811 whole entry, looked up): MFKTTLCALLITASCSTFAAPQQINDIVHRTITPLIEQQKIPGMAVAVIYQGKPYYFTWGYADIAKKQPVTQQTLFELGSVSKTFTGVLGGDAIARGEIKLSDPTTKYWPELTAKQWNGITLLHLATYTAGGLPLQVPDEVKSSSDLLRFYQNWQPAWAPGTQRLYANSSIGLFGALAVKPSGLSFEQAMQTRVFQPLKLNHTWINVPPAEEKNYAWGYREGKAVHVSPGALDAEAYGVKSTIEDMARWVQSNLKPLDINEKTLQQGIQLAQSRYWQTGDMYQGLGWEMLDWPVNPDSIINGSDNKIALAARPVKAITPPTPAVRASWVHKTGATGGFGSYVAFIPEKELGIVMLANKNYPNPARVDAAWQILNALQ
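20 mM phosphate pH 7.0 + 0.01% (detergent screen) or 0.0001% Triton X-100; 5.3 nM AmpC reagent; cpd preinc 15 min RT; nitrocefin (800 uM stock) to start; A480 q20 s × 4 min; Activity was normalised to no-enzyme and no-compound control wells.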
AmpC inh detg: inhibitors of E. coli AmpC beta-lactamase with detergent | P00811 | AmpC hydrolysis of nitrocefin, absorbance 480 nm, 0.01% Triton | Potency, µM (highest dose often 114 µM), without a hit: top-dose activity change, negative = inhibition, usual class: inhibitors | hit rate 0.041% among 370,000;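 further: potency means the concentration at half of the fitted maximal effect; 0% = no-compound wells and -100% = no-enzyme wells; nearly all actives have a fitted effect of over 25% in size; some results filed as inactive show a strong effect at the top dose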
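20 mM phosphate pH 7.0 + 0.01% (detergent screen) or 0.0001% Triton X-100; 5.3 nM AmpC reagent; cpd preinc 15 min RT; nitrocefin (800 uM stock) to start; A480 q20 s × 4 min; Activity was normalised to no-enzyme and no-compound control wells.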
AMA1-RON2 inh: inhibitors of Plasmodium falciparum AMA1-RON2 interaction; AlphaScreen AMA1-biotinylated RON2 peptide binding; Potency, µM (highest dose often 58.2 µM), inactives show at the top dose activity change, negative = inhibition, actives largely listed as inhibitors; hit rate 0.2% among 360,000; AID 720542;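 further: potency means the concentration at half of the fitted maximal effect; 0% = vehicle wells and -100% = peptide control; nearly all actives have a fitted effect of over 45% in size; some results filed as inactive show a strong effect at the top dose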
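AMA1 (3D7) with his tag at 25 nM final met compounds first, then biotinylated RON2 peptide at 25 nM; detection used donor plus acceptor beads, 10 µg/mL apiece, read by AlphaScreen after 30 min at room temperature.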
HCMV antiviral: blocks human cytomegalovirus replication | hit rate 4.5% among 410,000 | HFF cells, HCMV-luciferase reporter, 72 h; hits give low values | activity change, negative = inhibition, % at 57.5 µM; in the data active means activity change below about -60%; inconclusive means no clear call, values can overlap the other calls; inactive means above about -39%
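Screen run at 2 compound doses on HFFs infected with reporter HCMV, MOI 1 PFU/cell. Luciferase activity from cell lysates at 72 h post infection gave inhibition relative to buffer-only and Salinomycin wells.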
* hit, by the source's call; ? = inconclusive; · = not tested or not shown; [ ] = another dose, or the depositor's remark. Unless noted, the call rests on the fitted dose curve; in most records, active means well fitted curve in the direction sought with a large enough effect; inconclusive means small, poorly fitted or top-dose-only effect, or another doubt; inactive means no such curve, though single readings can be large; an effect the other way counts as inactive or inconclusive. Unless noted, on the % scale 0 is the no-effect control and ±100 the full control effect. Not a hit list, and some 7.8% of all compounds hit somewhere here.

1	O=C1OCCN1CCNCc1cn(-c2ccc(F)cc2)nc1-c1ccccc1Cl
2	CCn1c(SCC(=O)N2CCN(C)CC2)nc2c1c(=O)n(C)c(=O)n2C
3	O=C(Nc1ccc2oc(-c3ccncc3)nc2c1)c1ccccc1Cl
4	Cc1oc(-c2cccc(Cl)c2)nc1CN1CCCC(C(=O)NCc2ccco2)C1 (stereo not drawn)
5	CCOc1ccc(NC(=O)CCc2nnc3ccc(N4CCN(C)CC4)nn23)cc1
6	O=C(NCc1cccs1)C1CCCN1C(=O)Nc1cccc(F)c1 (stereo not drawn)
7	Cc1scc(C(=O)N2CCN(c3ccc(Cl)cc3)CC2)c1C
8	COc1ccc(-c2nn(-c3ccccc3)cc2/C=C2/SC(=S)N(Cc3ccco3)C2=O)c(C)c1
Screen / compound no.	1	2	3	4	5	6	7	8
Sm TGR inh	?	-2%	-1%	22%	3%	4%	7%	2%
AMA1-RON2 inh	-1%	-12%	·	-13%	21%	-5%	-21%	4%
AmpC inh no detg	22%	-10%	·	196%[activator]	4%	-15%	60%[activator]	-16%
AmpC inh detg	5%	-6%	-4%	-13%	0%	-1%	1%	-1%
Giardia FBPA inh	5%	0%	·	8%	22%	0%	1%	3%
HCMV antiviral	44	26	15	8	12	-1	?	?

Shown with values under each structure: two of the compounds above
The line under a structure holds: Sm TGR inh, AMA1-RON2 inh, AmpC inh no detg, AmpC inh detg, Giardia FBPA inh, HCMV antiviral
(2) CCn1c(SCC(=O)N2CCN(C)CC2)nc2c1c(=O)n(C)c(=O)n2C
 : -2%, -12%, -10%, -6%, 0%, 26
(4) Cc1oc(-c2cccc(Cl)c2)nc1CN1CCCC(C(=O)NCc2ccco2)C1 (stereo not drawn)
 : 22%, -13%, 196%[activator], -13%, 8%, 8

(continued)
9	COc1ccc(CCNC(=O)COC(=O)C2CCCCC2)cc1
10	COc1cccc(-n2nc(-c3ccnn3-c3ccccc3)c(=O)n(C)c2=O)c1
11	COc1ccc(N(CC(=O)NCc2ccc3c(c2)OCO3)S(=O)(=O)c2ccccc2[N+](=O)[O-])c(OC)c1
12	COc1ccc(CN2CCN(C(=O)CC(C)C)CC2)cc1
13	Cc1ccc(C2(C)NC(=O)N(CC(=O)Nc3cc(S(=O)(=O)N4CCCCC4)ccc3OC(C)C)C2=O)cc1 (stereo not drawn)
14	O=c1c2ccccc2nc2c3ccccc3cnn12
15	COc1ccc(CNC(=O)C(C)Sc2nc3ccccc3c(=O)n2CCCN2CCOCC2)cc1 (stereo not drawn)
16	CCc1ccc(C(C(=O)NCc2ccccc2)N(C(=O)c2csnn2)C2CC2)cc1 (stereo not drawn)
Screen / compound no.	9	10	11	12	13	14	15	16
Sm TGR inh	-3%	0%	-4%	-10%	4%	5%	-5%	9%
AMA1-RON2 inh	16%	32%[activator]	-10%	-18%	-4%	1%	?	-4%
AmpC inh no detg	4%	-4%	-15%	0%	3%	-20%	92%[activator]	-4%
AmpC inh detg	?	-1%	0%	-13%	-1%	2%	-11%	-10%
Giardia FBPA inh	4%	1%	·	?	·	1%	-3%	2%
HCMV antiviral	-32	40	-30	-5	?	-29	-30	?

17	Cc1nnc(-c2cccc(Br)c2)c2cn(-c3cccc(Br)c3)nc12
18	O=S(=O)(c1ccc(Cl)c(Cl)c1)c1snnc1-c1ccccc1
19	Cc1ccccc1CCN(C(=O)CN1C(=O)c2ccccc2S1(=O)=O)C(C(=O)NCC1CCCO1)c1ccncc1 (stereo not drawn)
20	Clc1ccc(-c2nc3ccc(Cl)cn3c2CN2CCCCC2)cc1
21	O=C(OCCNc1ncc(C(F)(F)F)cc1Cl)c1ccc(S(=O)(=O)N2CCOCC2)cc1
22	C/C(O)=C(/C=Nc1ccccc1)C(=O)Nc1ccccc1
23	Cc1ccc(NC(=S)N(Cc2cccs2)Cc2cc3cc(C)cc(C)c3[nH]c2=O)cc1
24	CC(=O)Nc1nonc1-c1nnc(SCC(=O)Nc2cc(C)cc(C)c2)n1-c1ccccc1
Screen / compound no.	17	18	19	20	21	22	23	24
Sm TGR inh	2%	?	-2%	12%	8%	-5%	0%	-1%
AMA1-RON2 inh	?	-1%	?	7%	5%	-5%	8%	·
AmpC inh no detg	2%	-15%	216%[activator]	-12%	45%	-18%[11.4 µM]	-26%	·
AmpC inh detg	-2%	4%	-9%	2%	-15%	?	-9%	-2%
Giardia FBPA inh	-4%	2%	4%	11%	-1%	-3%	3%	·
HCMV antiviral	7	·	-34	11	23	-16	0	-4

25	O=S(=O)(N1CCOCC1)N1CCN(c2ccccc2F)CC1
26	O=C(CS(=O)(=O)c1ccccc1)N(CCCN1CCOCC1)c1nc2c(F)cccc2s1
27	Cc1ccc2c(CC(=O)NCC3(N4CCOCC4)CCCCC3)coc2c1C
28	Cc1ccccc1Cn1c(=N)n(CC(=O)c2ccc([N+](=O)[O-])cc2)c2ccccc21
29	NC(=O)CCC(NS(=O)(=O)c1ccc(Cl)cc1)C(=O)NCC1CCCCC1 (stereo not drawn)
30	Cc1ccc(C(C)C)cc1OCC(=O)N/N=C/c1ccc2c(c1)OCCO2
31	COc1ccc(N/C(C)=C2/C(=O)C(=O)N(CCO)C2c2ccc([N+](=O)[O-])cc2)cc1 (stereo not drawn)
32	COc1ccc(NC(=O)C(CC(=O)O)Cc2ccc(Br)cc2)cc1 (stereo not drawn)
Screen / compound no.	25	26	27	28	29	30	31	32
Sm TGR inh	0%	2%	-3%	0%	?	-8%	3%	-9%
AMA1-RON2 inh	4%	-4%	-6%	-2%	25%	7%	-27%	0%
AmpC inh no detg	-11%	22%	127%[activator]	-28%	0%	-8%	-5%	-17%
AmpC inh detg	-3%	-15%	7%	-2%	0%	3%	0%	?
Giardia FBPA inh	9%	·	·	2%	-3%	0%	-6%	-4%
HCMV antiviral	31	26	-9	-9	-6	-20	-99*	28

Single values from the list:
Reading for no. 24 in Sm TGR inh: -1%
Reading for no. 16 in AmpC inh no detg: -4%
Reading for no. 31 in Sm TGR inh: 3%
Reading for no. 1 in AMA1-RON2 inh: -1%
Reading for no. 14 in AmpC inh detg: 2%

(cont.)
33	Cc1ccc(Nc2nnc(SCC(=O)Nc3ncc(C(F)(F)F)cc3Cl)s2)cc1
34	COc1ccc(CNC(=O)CN(C(=O)c2csnn2)c2ccc(F)cc2)cc1
35	Cc1cc(-c2nnc(SCC(=O)Nc3ccccc3C(F)(F)F)n2N)n[nH]1
36	COc1ccc(NC(=O)NC(c2ccccc2)c2ccccc2)c(OC)c1
37	Cc1ccc2nsnc2c1NC(=O)COc1ccccc1F
38	CC(C)CCNC(=O)CSc1nc2ccccc2nc1Cc1ccccc1
39	CC(OC(=O)c1cc(S(=O)(=O)N2CCOCC2)ccc1F)C(=O)NC1CCCCC1C (stereo not drawn)
40	Cc1ccc(C(=O)n2nc(C#N)c(C#N)c2N)cc1
Screen / compound no.	33	34	35	36	37	38	39	40
Sm TGR inh	3%	-5%	-7%	0%	·	0%	-3%	12%
AMA1-RON2 inh	11%	-13%	0%	-7%	2%	·	-5%	12%
AmpC inh no detg	-35%	-10%	-6%	-20%	-7%	·	76%[activator]	-13%
AmpC inh detg	4%	-15%	2%	-12%	-10%	-6%	2%	2%
Giardia FBPA inh	-5%	-4%	7%	13%	-1%	·	·	8%
HCMV antiviral	-21	66	-1	-10	-39	-2	-13	42

41	Cc1nonc1NC(=O)c1oc2ccc(F)cc2c1C
42	COc1ccc2c(c1)cc(C(=O)N/N=C/c1c(O)c(C(=O)O)cc3ccccc13)n2C
43	Cc1ccc(C2c3[nH]c4ccccc4c3CCN2C(=O)c2ccccc2Br)cc1 (stereo not drawn)
44	Cc1ccc(-n2nnc(-c3nsc(NC(=O)c4cccc(Cl)c4)n3)c2C)cc1C
45	Cc1ccc(SCc2nc(-c3ccc(C(=O)NCc4ccc(Cl)cc4)cc3)oc2C)cc1
46	COC(=O)C(C)(C)ONC(=O)Nc1ccccc1Cl
47	CC(C)(C)c1ccc(C(=O)NC(=S)NCc2cccnc2)cc1
48	COc1ccc(NC(=O)CC2Nc3ccccc3NC2=O)c([N+](=O)[O-])c1 (stereo not drawn)
Screen / compound no.	41	42	43	44	45	46	47	48
Sm TGR inh	-2%	-6%	-6%	3%	-7%	6%	?	0%
AMA1-RON2 inh	1%	45%[activator]	·	·	·	4%	36%[activator]	15%
AmpC inh no detg	-15%	-36%	·	·	·	2%	11%	-16%
AmpC inh detg	-9%	-3%	13%	-2%	16%	?	-13%	6%
Giardia FBPA inh	·	-9%	·	·	·	2%	-6%	-5%
HCMV antiviral	-4	?	-78*	-26	-1	-31	-78*	-32

The final 4 compounds of the part before come first, to join the parts.
45	Cc1ccc(SCc2nc(-c3ccc(C(=O)NCc4ccc(Cl)cc4)cc3)oc2C)cc1
46	COC(=O)C(C)(C)ONC(=O)Nc1ccccc1Cl
47	CC(C)(C)c1ccc(C(=O)NC(=S)NCc2cccnc2)cc1
48	COc1ccc(NC(=O)CC2Nc3ccccc3NC2=O)c([N+](=O)[O-])c1 (stereo not drawn)
49	CC(=O)CSc1nc(-c2cccs2)c(C#N)c(=O)[nH]1
50	Cc1ccc(S(=O)(=O)Nc2ccc(Br)cc2C(NCC(=O)O)c2ccccc2)cc1 (stereo not drawn)
51	CCOC(=O)c1ccc(COC(=O)CNC(=O)CNC(=O)c2ccc(OC)cc2)o1
52	COCC(=O)Nc1sc2c(c1C(=O)OC)CCCC2
53	COc1ccc(N=Cc2sc3ccccc3c2Cl)cc1
54	O=C(Cc1ccc(Cl)cc1)NN1C(=O)c2ccccc2C1=O
55	CCc1ccc(C2C(C#N)=C(N)Oc3cc(N)ccc32)cc1 (stereo not drawn)
56	CC(Oc1ccc2c3c(c(=O)oc2c1)CCC3)C(=O)NC1CCN(Cc2ccccc2)CC1 (stereo not drawn)
Screen / compound no.	45	46	47	48	49	50	51	52	53	54	55	56
Sm TGR inh	-7%	6%	?	0%	-11%	0%	-14%	-2%	-3%	3%	-27%	-11%
AMA1-RON2 inh	·	4%	36%[activator]	15%	-4%	80%[activator]	-7%	-7%	2%	3%	15%	2%
AmpC inh no detg	·	2%	11%	-16%	-26%	9%	-33%	55%	-30%	-7%	-50%	81%[activator]
AmpC inh detg	16%	?	-13%	6%	-1%	-5%	?	?	3%	4%	-1%	0%
Giardia FBPA inh	·	2%	-6%	-5%	14%	19%	8%	-9%	-1%	4%	2%	·
HCMV antiviral	-1	-31	-78*	-32	-26	-1	22	47	32	22	-18	13

Source: PubChem
